Assay outcomes (PubChem)
APEX1 inh: inhibitors of human APE1 endonuclease; 350,000 compounds, 0.35% hits; AID 2517; recombinant APE1, TAMRA/BHQ-2 abasic DNA cleavage fluorescence; P27695; Potency, µM (titrated, usually from 65.8 µM), inactives show at the top dose activity change, negative = inhibition, actives largely listed as inhibitors;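 note: potency is the fitted concentration of half-maximal effect; plate controls were vehicle for no effect and reference inhibitor for full effect; nearly all actives have a fitted effect of over 55% in size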
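Quantitative HTS: incision of a TAMRA/BHQ-2 double-stranded substrate bearing a tetrahydrofuran abasic site by 0.75 nM APE1 raises fluorescence. Substrate 50 nM final, added after 15 min compound preincubation at room temperature; progress as third-minus-first kinetic read difference.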
BLM inh: blocks DNA unwinding by human BLM helicase; P54132; recombinant BLM DNA unwinding, fluorescence dequenching; Potency, µM (highest dose often 56.1 µM), inactives show at the highest dose activity change, negative = inhibition, actives largely listed as inhibitors; 350,000 compounds, 0.2% hits; AID 2528;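 note: potency is the fitted concentration of half-maximal effect; plate controls were vehicle for no effect and no enzyme for full effect; nearly all actives have a fitted effect of over 35% in size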
Anesthetic bind: binds horse apoferritin like a general anesthetic; 350,000 compounds, 0.074% hits; Potency, µM (titrated, usually from 77.5 µM), for inactives: at the highest dose activity change, negative = displacement, usual class: inhibitors; AID 485281; apoferritin/1-aminoanthracene competitive binding, fluorescence; note: potency is the fitted concentration of half-maximal effect; % is set by controls: 0 for no effect and ±100 for the full control effect; nearly all actives have a fitted effect of over 20% in size
Target sequence (P02791 2-175 limits assumed): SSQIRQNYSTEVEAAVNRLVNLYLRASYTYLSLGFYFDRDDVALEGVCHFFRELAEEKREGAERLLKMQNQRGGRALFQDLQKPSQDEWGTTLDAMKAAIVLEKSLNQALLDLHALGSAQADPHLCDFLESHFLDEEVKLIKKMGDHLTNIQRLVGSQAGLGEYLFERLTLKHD
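Horse-spleen apoferritin (10 uM) was mixed with 50% saturated 1-aminoanthracene in PBS, exposed to compounds for 10 min at room temperature, and read for fluorescence (ex 380 nm, em 535 nm). Competitive displacement was fitted with a four-parameter Hill equation.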
ERG Ets-DNA blk: inhibitors of human ERG Ets domain-DNA interaction; 370,000 compounds, 0.028% hits; Potency, µM (series often up to 76.9 µM), for the others: at the highest dose FP activity, negative = inhibition, hits mostly inhibitors; fluorescence polarization, His-ERG Ets domain / labelled DNA; P11308; active = well fitted inhibition curve with a large enough effect in the polarisation, with a control signal flat; inconclusive = small, poorly fitted or top-dose-only effect, or effect the other way, or a change in a side signal; inactive = no such curve, though single readings can be large or run the other way; the % refers to the polarisation;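 note: polarization taken with two DNA probes labelled with fluorescein and Texas red; potency is the fitted concentration of half-maximal effect; % of control where 0% means no effect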
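His-tagged ERG Ets domain (1 uM in the protein solution; 300mM KCl, 50mM Tris-HCl, 1mM EDTA, 1mM DTT, pH 7.5) received compound, then a probe mix of 5 nM fluorescein-DNA and 100nM Texas-615-DNA. Fluorescence polarization was read for both dyes.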
Pol iota inh: blocks human DNA polymerase iota activity. Q9UNA4. AID 588590. 390,000 compounds, 1% hits. Pol iota fluorescent replication assay, 10 min. Potency, µM (highest dose often 115 µM), without a hit: at the top dose activity, negative = inhibition, hits mostly inhibitors; note: potency is the fitted concentration of half-maximal effect
Target sequence (Q9UNA4 whole entry, looked up): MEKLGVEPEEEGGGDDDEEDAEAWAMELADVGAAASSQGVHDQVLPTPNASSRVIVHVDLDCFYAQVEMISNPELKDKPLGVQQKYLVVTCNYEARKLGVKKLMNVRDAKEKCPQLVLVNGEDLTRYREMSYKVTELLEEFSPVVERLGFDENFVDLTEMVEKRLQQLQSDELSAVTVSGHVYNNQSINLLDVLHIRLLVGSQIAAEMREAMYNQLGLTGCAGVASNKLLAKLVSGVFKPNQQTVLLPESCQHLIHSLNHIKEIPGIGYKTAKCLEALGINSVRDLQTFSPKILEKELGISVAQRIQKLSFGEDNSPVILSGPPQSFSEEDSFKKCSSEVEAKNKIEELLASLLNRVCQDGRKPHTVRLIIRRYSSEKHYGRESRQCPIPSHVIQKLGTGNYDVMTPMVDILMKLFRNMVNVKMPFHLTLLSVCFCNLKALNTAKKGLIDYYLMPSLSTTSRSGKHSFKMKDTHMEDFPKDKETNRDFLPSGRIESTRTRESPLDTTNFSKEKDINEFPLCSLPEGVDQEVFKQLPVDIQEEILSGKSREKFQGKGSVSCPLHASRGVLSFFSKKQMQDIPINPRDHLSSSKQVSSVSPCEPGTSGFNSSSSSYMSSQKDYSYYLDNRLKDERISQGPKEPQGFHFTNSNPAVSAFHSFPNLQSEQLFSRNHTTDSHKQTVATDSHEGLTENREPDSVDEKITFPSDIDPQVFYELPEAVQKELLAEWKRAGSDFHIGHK
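Fluorescent replication assay read twice, at 0 min and 10 min after adding 50 nM (final) substrate. Enzyme (10 nM) and compounds were first incubated 15 min at room temperature; enzyme-free buffer wells were negative controls.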
12-LOX inh: blocks human arachidonate 12S-lipoxygenase | P18054 | purified 12hLO, xylenol orange hydroperoxide absorbance | Potency, µM (top dose mostly 108 µM), for the others: top-dose activity change, negative = inhibition, hits mostly inhibitors | 580,000 compounds, 1.1% hits | AID 1671190; note: potency is the fitted concentration of half-maximal effect; % is set by controls: 0 for no effect and ±100 for the full control effect
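Purified human 12hLO at 150 nM in 25 mM Hepes, 0.01% Triton X-100, pH 7.0, preincubated 15 min at room temperature with compound. Reaction started with 40 uM arachidonic acid, 30 min at room temperature. Hydroperoxide measured by Fe-xylenol orange, 573/405 nm absorbance ratio.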
POLB inh: blocks human DNA polymerase beta activity. 340,000 compounds, 1.3% hits. Potency, µM (highest dose often 114 µM), inactives show at the highest dose activity change, negative = inhibition, most hits filed as inhibitors. P06746. Pol beta primer extension/strand displacement, fluorescence kinetic; note: potency is the fitted concentration of half-maximal effect; % is set by controls: 0 for no effect and ±100 for the full control effect
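Pol beta (10 nM) was preincubated with compound for 15 min at room temperature. The reaction was then started with 50 nM substrate and read immediately and after a further 10 min at room temperature.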
Pol kappa inh: inhibitors of human DNA polymerase kappa; Q9UBT6; purified Pol kappa, fluorescent DNA synthesis assay, 10 min; Potency, µM (highest dose often 107 µM), inactives show top-dose activity, negative = inhibition, most hits filed as inhibitors; 400,000 compounds, 0.53% hits; AID 588579; note: potency is the fitted concentration of half-maximal effect; % is set by controls: 0 for no effect and ±100 for the full control effect
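Activity was followed as the change in fluorescence between reads at 0 and 10 min after starting the reaction with 50 nM substrate. Beforehand, 10 nM polymerase had been preincubated with compound for 15 min at room temperature.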
TRHR agonist: TRH receptor (human) agonism; P34981; TRHR cells, calcium flux fluo-8, FDSS agonist mode; activation, % at 2 µM; 360,000 compounds, 0.18% hits; AID 493084; in the data active = activation above about 30%; note: 0% is about no effect
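Read-out: compound-evoked intracellular calcium rise in TRHR cells, fluo-8 dye, kinetic FDSS fluorescence at 1 s/cycle following a 10-cycle baseline. Cells cultured overnight before dye loading (30 min–1.5 h, RT).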
The depositor's hits bear a star; ? = inconclusive; · = no result given; & = joins results of further samples; [ ] = another dose, or the depositor's remark. Unless noted, calls come from the whole dose curve; as a rule, active = well fitted curve in the direction sought with a large enough effect; inconclusive = small, poorly fitted or top-dose-only effect, or another doubt; inactive = no such curve, though single readings can be large; an effect the other way counts as inactive or inconclusive.

SMILES,APEX1 inh,BLM inh,Anesthetic bind,ERG Ets-DNA blk,Pol iota inh,12-LOX inh,POLB inh,Pol kappa inh,TRHR agonist
CC(C)(C)OC(=O)N1CCC(NC(=O)c2[nH]cnc2C(=O)N[C@@H](Cc2ccccc2)C(=O)OCc2ccccc2)CC1,?,3%,-2%,-7%,23%,24%,1%,-6%,-0.4
CCOc1ccc(S(=O)(=O)N2CCC(C(=O)N3CCN(c4ccccc4)CC3)CC2)cc1,0%,-8%,-4%,-6%,25%,·,0%,-15%,0.2
COc1cc(NC(=O)Cc2ccc(F)cc2)cc(OC)c1OC,6%,-9%,-2%,-2%,89%[activator],-22%,-5%,-2%,1.5
O=C(OCCCCN1C(=O)c2ccccc2C1=O)c1ccc(S(=O)(=O)N2CCCC2)cc1,0%,-1%,-16%,0%,17%,2%,?,-5%,0.5
COC(=O)c1ccc(Sc2ccc(F)cc2)c(N)c1,-3%,-7%,-21%,0%,6%,?,0%,-14%,-0.7
CNC(=O)c1ccc(NC(=O)C2CCN(S(=O)(=O)c3cccc(C(F)(F)F)c3)CC2)cc1,15%,·,·,1%,7%,?,·,-2%,0.6
CC(=O)Nc1cccc(C(=O)OCC(=O)c2ccc(S(=O)(=O)N3CCCCC3)cc2)c1,-10%,·,·,-2%,-23%,16%,·,11%,0.0
CCOc1cc(S(=O)(=O)N(CC)CC)c(OCC)cc1-n1cnnn1,0%,0%,-12%,-5%,-2%[58.9 µM],17%,2%,-12%,-1.0
COc1cc(-c2noc(C)c2/C=C/c2ccc(OC(C)=O)cc2)cc(OC)c1OC,-2%,-7%,55%[activator],-7%,6%&18%,-5%,39%,0%&-12%,-0.2
Cc1cccc(N/C=C/C(=C(C#N)C#N)N(C)C)c1,-1%,0%,0%,·,-4%,12%,-26%,-3%,-0.9
Cc1oc(-c2ccccc2Cl)nc1CS(=O)(=O)CC(=O)NCc1ccc(F)cc1,·,-2%,?,1%,0%,?,4%,-3%,-0.1
O=C(c1ccco1)N1CCN(C(=O)C23CC4CC(CC(C4)C2)C3)CC1,6%,-2%,-2%,-1%,21%,-1%,17%,-3%,0.5
CCOC(=O)NC(=O)c1cn(Nc2ncc(C(F)(F)F)cc2Cl)c(=O)[nH]c1=O,-4%,-2%,-6%,-1%,?,-4%,-18%,-19%,0.1
CCC(=O)Nc1nnc(S(=O)(=O)N(CC(C)C)c2ccccc2)s1,-10%,-4%,-2%,4%,117%[activator],47%,1%,-5%,-1.2
Cn1c(SCC(=O)c2ccc(F)cc2)ncc(C(=O)Nc2ccccc2)c1=O,-8%,·,·,-6%,20%,12%,·,-18%,0.6
O=C(CC1C(=O)NCCN1C(=O)c1ccc([N+](=O)[O-])cc1)Nc1cccc(Cl)c1 (stereo not drawn),20%,0%,-15%,0%,-9%,0%,-16%,-4%,-0.5
CCC(=O)NC(=S)Nc1cccc(NC(=O)CC)c1,0%,1%,-11%,-7%,5%,0%,6%,-3%,0.2
O=C(NCC1CCCO1)c1ccc(CS(=O)(=O)c2ccc(Br)cc2)o1 (stereo not drawn),9%,-6%,-11%,14%,3%,8%[57.4 µM],27%,13%,0.2
CCOc1ccc2[nH]c(C)c(CN(C)C)c(=O)c2c1,11%,0%,-16%,·,8%,12%,15%,-6%,0.3
COc1ccccc1NS(=O)(=O)c1cc(C(=O)NC2CC(C)(C)NC(C)(C)C2)ccc1Cl,·,·,·,10%,1%,26%,·,15%,·
Cc1cccc(N(CC(=O)NCc2ccccc2)C(=O)CCC(=O)Nc2nccs2)c1,-3%,-3%,2%,6%,7%,-2%,-11%,-18%,0.3
Cc1cc(NS(=O)(=O)c2c(C)c(C)cc(C)c2C)no1,37%,-1%,-3%,16%,1%,?,2%,2%,-0.1
CN1C(=O)C2(c3ccccc31)C1CCCC=C1C(C#N)=C(N)C2(C#N)C#N (stereo not drawn),?,5%,0%,4%,-18%,45µM*,-1%,-4%,7.2
O=C(NC(O)C(=O)c1ccccc1)c1ccc(F)cc1 (stereo not drawn),71%[activator][12.4 µM],0%,1%,2%,25%,2%,1%,3%,-0.6
CN(C)/C=C(\C(=O)c1ccc(F)cc1F)c1nnnn1-c1ccccc1,0%,0%,0%,-7%,-17%,7%,-9%,-16%,0.0
Cc1cc(C)c(NC(=O)CNC(=O)CN(C)Cc2ccc(Br)s2)c(C)c1,-13%,·,·,·,2%,16%,·,-18%,0.9
NC(=O)C1(N2CCCCC2)CCN(C(=O)CSc2nc3ccccc3[nH]2)CC1,?,1%,6%,6%,?,0%,3%,-14%,0.5
Cc1ccc(N2C(=O)C3ON(c4ccccc4)C(c4ccncc4)C3C2=O)c(C)c1 (stereo not drawn),-5%,-11%,-21%,8%,-5%,-2%,-15%,-3%,-2.3
COc1cc(OC)c2c(-c3ccccc3)cc(=O)oc2c1C(CCN1CCN(c2ccccc2)CC1)c1ccc(N(C)C)cc1 (stereo not drawn),-2%&13%,-2%&-5%,-4%&0%,4%,-9%&-5%,-7%,18%,-5%&6%,0.5
CCn1c(SCCC(=O)Nc2ccccc2)nnc1-c1ccc(OC)cc1,-2%,-1%,-3%,-6%,20%,-1%,23%,-2%,0.8
COc1ccc(/C=C2\CCCc3c2nc2ccccc2c3C(=O)O)cc1OC,0%,-4%,252%[activator],·,·,·,-20%,·,214*
CC(=O)N1CCc2cc(S(=O)(=O)NCCC(=O)Nc3cccc(C)c3C)ccc21,1%,-1%,0%,1%,19%,-24%,-27%,2%,-0.5
Cc1ccc(N(CN2C(=O)C3CC=CCC3C2=O)C(=O)c2ccco2)cc1Cl (stereo not drawn),1%,-4%,-18%,6%,10%,?,3%,-3%,-0.5
Nc1nc2c([nH]c(=O)n2C2OC(CO)C(O)C2O)c(=O)[nH]1 (stereo not drawn),10%,5%,-4%,·,·,·,·,-7%[60.1 µM],·
Cc1ccc(NC(=O)C2CCCN(S(=O)(=O)c3c(C)n[nH]c3C)C2)cc1Cl (stereo not drawn),·,-2%,5%,-2%,5%,-26%,-3%,-21%,2.6
C=C1c2cc(OC)ccc2NC(=O)N1CC,1%,-2%,-2%,-3%,9%,-6%,-22%,-5%,-0.4
COc1ccccc1C(=O)NCC(=O)OCC(=O)Nc1nnc(-c2ccccc2)o1,-4%,·,·,1%,14%,62%[activator],·,-15%,0.2
O=C(COC(=O)c1ccc(O)cc1)Nc1ccc(S(=O)(=O)N2CCOCC2)cc1,1%,·,·,3%,28%,-24%,·,-5%,·
Fc1ccc(OCCCCCN2CCCC2)cc1,0%,0%,-13%,·,1%,15%,10%,4%,0.5
COc1ccc(CCN2C(=O)CC(NNC(=O)c3ccccc3Br)C2=O)cc1OC (stereo not drawn),3%,3%,-7%,5%,-6%,-20%,-8%,-11%,0.0
O=C1C(Cc2ccc(O)cc2)NC(=S)N1C1CCCCC1 (stereo not drawn),-7%,-7%,-4%,-29%,-16%,8%,1%,-12%,0.6
CN(C)S(=O)(=O)N1CCN(S(=O)(=O)c2ccc3ccccc3c2)CC1,16%,-2%,0%,·,-11%,12%,12%,-1%,0.0
Cn1ccnc1SCC(=O)Nc1ccc(Oc2ccccc2)cc1,1%,-1%,?,2%,8%,-28%,-1%,-2%,-0.7
Cc1nn(-c2ccc(F)cc2)c(Cl)c1/C=N/NC(=O)c1cccs1,5%,-9%,4%,-16%,2%,-12%,-12%,-12%,-1.4
O=C(c1ccc2c(c1)N(Cc1ccccc1)C(=O)c1ccccc1S2(=O)=O)N1CCN(c2ccccn2)CC1,·,-6%,-17%,-1%,30%,0%,?,-9%,0.4
Cc1ccc(OCCC(=O)OCC(=O)c2ccc3c(c2)NC(=O)CO3)cc1,-5%,·,·,6%,2%,1%,·,11%,0.8
Cc1nc2scc(-c3ccccc3)c2c(=O)n1N,13%,-1%,-20%,5%,0%,1%,26%,-6%,0.3
C1=Nc2ccccc2CN1c1ccccc1,1%,8%,-8%,1%,12%,41%[activator],-3%,-6%,-0.4
O=C(c1csnn1)N1CCC2(CCCN(c3ccc(-c4ccccc4)cc3)C2)CC1,-1%,-9%,·,·,·,-19%[57.4 µM],·,-1%[60.1 µM],·
CCOCCCn1c(SCc2ccccc2)nnc1-c1ccncc1,22%,0%,-4%,8%,27%,7%,44%,7%,0.9

The list continues:
SMILES,APEX1 inh,BLM inh,Anesthetic bind,ERG Ets-DNA blk,Pol iota inh,12-LOX inh,POLB inh,Pol kappa inh,TRHR agonist
C=CCn1c(COc2ccccc2)nnc1SCc1ccc(C#N)cc1,?,2%,-18%,4%,-14%,-4%,15%,-7%,-0.2
Cc1ccc(C)c(CN2CCNC2=O)c1,-5%,-3%,-3%,5%,-6%,-20%,28%,8%,-0.6
Cc1ccc(CNc2nccn(-c3cc(C)cc(C)c3)c2=O)cc1,·,-2%,?,1%,18%,-16%,-10%,-3%,-0.4
CC(=O)c1cnn(-c2ccc(Cl)c(Cl)c2Cl)c1C,16%,-1%,2%,11%,34%,-4%,9%,14%,-0.9
CCCN(CCC)CCNC(=O)C1CC(=O)N(c2ccc(OC)cc2)C1c1ccc(OC)cc1 (stereo not drawn),0%,2%,-15%,-9%,16%,0%,31%[activator],-4%,0.0
Brc1ccc(-c2nnc3n2-c2ccccc2CC3)cc1,-7%,-6%,-8%,0%,16%,-23%,-10%,1%,-1.0

These rows are one share of the data, so the mix of outcomes need not match the whole.
